Bioassay records as filed in PubChem.
STK33 kinase inh: inhibitors of purified STK33 kinase, primary screen, biochemical, ADP-Glo luminescence, homogeneous, cell-free | MBP phosphorylation | inhibition, % at 10 µM | 0.073% of 320,000 active | AID 2661, 2010;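 active means inhibition at or above 25%, using the most active replicate where run in duplicate; inactive means inhibition below 25%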
Kir21 block: inhibitors of mouse Kir2.1 inward-rectifier potassium channel. Inward rectifier potassium channel 2 (Mus musculus), P35561. HEK293-Kir2.1, FluxOR thallium flux fluorescence; stronger effect = lower value. B-score at 10 µM. 0.85% of 310,000 active. AID 1672, 2009;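 active means fluorescence ratio B-score at or below minus 3 SD of library scores, with starting-brightness B-score within 2 SD, cut at about -4.2 in these data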;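 further: channel flux triggered by added potassium and thallium sulfate stimulus; B-score of peak minus minimum fluorescence over baseline after thallium stimulus; more negative B-score means stronger Kir2.1 block with less thallium influx; some compounds called inactive have numbers as strong as hits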
KCNQ2 block: KCNQ2 potassium channel inhibitors, primary screen, cell-based, CHO-K1, FluxOR thallium flux, B-score (AID 2156). B-score at 10 µM. Potassium voltage-gated channel subfamily KQT member 2 (Rattus norvegicus), O88943. 20 min; stronger effect = lower value. 1.1% of 310,000 active;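 active means fluorescence ratio B-score at most minus 3 library SDs, with starting brightness B-score within 2 library SDs, cut at about -5.5 in these data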
Target sequence (O88943 whole entry, looked up): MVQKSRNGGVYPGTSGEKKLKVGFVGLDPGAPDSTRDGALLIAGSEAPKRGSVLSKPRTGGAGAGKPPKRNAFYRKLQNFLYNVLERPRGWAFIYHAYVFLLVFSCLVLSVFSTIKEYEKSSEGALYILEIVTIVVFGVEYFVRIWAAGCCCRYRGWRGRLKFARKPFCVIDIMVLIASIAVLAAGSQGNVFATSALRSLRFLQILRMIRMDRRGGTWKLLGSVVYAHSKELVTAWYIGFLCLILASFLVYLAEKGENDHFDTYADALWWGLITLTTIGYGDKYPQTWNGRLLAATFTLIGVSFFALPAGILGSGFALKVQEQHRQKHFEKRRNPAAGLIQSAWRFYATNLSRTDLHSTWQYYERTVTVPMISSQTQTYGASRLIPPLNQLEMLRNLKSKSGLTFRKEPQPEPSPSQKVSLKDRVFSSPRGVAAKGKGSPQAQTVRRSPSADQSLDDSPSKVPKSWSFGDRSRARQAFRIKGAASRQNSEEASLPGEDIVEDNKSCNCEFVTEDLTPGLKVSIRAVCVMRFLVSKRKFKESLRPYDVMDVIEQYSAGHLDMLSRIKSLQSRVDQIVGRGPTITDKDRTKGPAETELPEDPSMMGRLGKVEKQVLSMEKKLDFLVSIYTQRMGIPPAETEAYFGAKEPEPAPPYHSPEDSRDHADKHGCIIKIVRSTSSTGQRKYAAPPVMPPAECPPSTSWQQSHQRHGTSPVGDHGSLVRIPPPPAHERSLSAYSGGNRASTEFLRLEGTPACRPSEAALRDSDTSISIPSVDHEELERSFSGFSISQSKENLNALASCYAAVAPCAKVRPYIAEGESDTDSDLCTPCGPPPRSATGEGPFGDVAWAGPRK
Numbers without * were called inactive; i = inactive; · = not tested or not shown.

Start of the listing, in advance (7 entries):
Values run as follows: Kir21 block, KCNQ2 block, STK33 kinase inh
- CCN(CC)S(=O)(=O)c1cccc(C(=O)Nc2cc3oc4ccccc4c3cc2OC)c1
  0.67, i, 0.0
- OC(COCC1COc2ccccc2O1)CN1CCN(c2ccc(F)cc2)CC1 (stereo not given)
  0.52, i, -1.0
- CCSc1nc2c(cnn2-c2ccc(C)c(C)c2)c(=O)[nH]1
  -0.05, i, -0.5
- CCOC(=O)c1cn(-c2ccccc2)nc1-c1cccnc1
  0.74, i, 1.6
- CCN(CC)c1nc(Oc2ccc(C(=O)NN)cc2)nc(Oc2ccc(C(=O)NN)cc2)n1
  1.24, i, -0.6
- CCOc1ccccc1CN1CCNC(=O)C1CC(=O)NCc1nc(C)cs1 (stereo not given)
  2.12, i, -1.4
- O=C(/C=C/c1ccccc1[N+](=O)[O-])Oc1ccccc1
  -3.83, i, -0.6

This part in full (from the top)
Values run as follows: Kir21 block, KCNQ2 block, STK33 kinase inh
- CCN(CC)S(=O)(=O)c1cccc(C(=O)Nc2cc3oc4ccccc4c3cc2OC)c1
  0.67, i, 0.0
- OC(COCC1COc2ccccc2O1)CN1CCN(c2ccc(F)cc2)CC1 (stereo not given)
  0.52, i, -1.0
- CCSc1nc2c(cnn2-c2ccc(C)c(C)c2)c(=O)[nH]1
  -0.05, i, -0.5
- CCOC(=O)c1cn(-c2ccccc2)nc1-c1cccnc1
  0.74, i, 1.6
- CCN(CC)c1nc(Oc2ccc(C(=O)NN)cc2)nc(Oc2ccc(C(=O)NN)cc2)n1
  1.24, i, -0.6
- CCOc1ccccc1CN1CCNC(=O)C1CC(=O)NCc1nc(C)cs1 (stereo not given)
  2.12, i, -1.4
- O=C(/C=C/c1ccccc1[N+](=O)[O-])Oc1ccccc1
  -3.83, i, -0.6
- CC(=O)Nc1ccc(Nc2nnc(-c3ccc(C)c(S(N)(=O)=O)c3)c3ccccc23)cc1
  0.52, i, 0.0
- Cc1cc(C(=O)OCC(=O)c2ccc3c(c2)NC(=O)CO3)c2ccccc2n1
  0.28, i, -0.6
- Cc1c(C(=O)NC(C)C)sc2ncn(CC(=O)N3CCC(C)CC3)c(=O)c12
  0.24, i, -0.7
- O=C(Nc1cccc(F)c1)/C(=C\c1ccco1)NC(=O)c1ccco1
  0.4, i, -0.1
- CC(OC(=O)c1cccnc1)C(=O)Nc1ccc2c(c1)OCO2 (stereo not given)
  0.71, i, 0.3
- Cc1ccc(NS(=O)(=O)c2cc(C(=O)O)ccc2Cl)cc1
  0.48, i, -0.4
- CC(=O)C1(O)C(C)CC2C3CCC4CC(O)CCC4(C)C3=CCC21C (stereo not given)
  2.1, i, -1.3
- CCCn1ncc(CN2CCN(Cc3ccc(C)o3)C(CCO)C2)c1C (stereo not given)
  -1.86, i, -0.4
- CCCCNc1c(-c2ccc(OC)c(Sc3ccc(OC)cc3)c2)nc2ccccn12
  0.81, i, -0.7
- COc1ccc(NC(=O)c2cn(-c3ccccc3)nc2-c2cc3ccccc3o2)cc1
  -1.75, -6.01*, 1.6
- C=C(C)CSc1nc2ccccc2[nH]1
  -1.11, i, 0.3
- COc1ccc(CCNC(=O)CCC(=O)N2CC(C)Oc3ccc(Cl)cc32)cc1OC (stereo not given)
  1.13, i, -0.9
- COc1cc(S(=O)(=O)NCc2ccncc2)ccc1Br
  1.08, i, -1.4
- c1ccc(/N=C2\N=C(Nc3ccccn3)c3ccccc32)nc1
  0.94, i, -0.7
- O=C(N/N=C/c1ccccc1)c1[nH]c2ccc(Br)cc2c1-c1ccccc1
  2.2, i, -3.9
- COc1ccc(CCNC(=O)CN(C)S(=O)(=O)c2ccc3nc(C)sc3c2)cc1OC
  1.71, i, 1.4
- O=C(O)c1cccc(CSc2nnc(Cc3ccccc3)o2)c1
  -2.28, i, -0.5
- COc1ccccc1NS(=O)(=O)c1cc(NC(=O)c2sccc2C)ccc1N1CCCC1
  -0.37, i, -0.9
- CCOc1ccc(CCNC(=O)C2(c3ccccc3)CC2)cc1OCC
  -4.52*, i, 0.5
- CC(CN1CCCC(C(N)=O)C1)c1ccccc1 (stereo not given)
  1.33, i, -2.3
- CNC(=S)Nc1cc(S(=O)(=O)Nc2cc(Cl)ccc2Cl)ccc1N1CCCC1
  -0.3, i, 0.0
- CCOC(=O)COc1nc2ccc(Br)cc2c(-c2ccccc2)c1C(C)=O
  -1.22, i, -0.3
- COc1cc(NC(=O)CN2C(=O)NC(C)(c3ccccc3)C2=O)c(C)cc1[N+](=O)[O-] (stereo not given)
  0.42, i, -1.4

Next compounds.
Values run as follows: Kir21 block, KCNQ2 block, STK33 kinase inh
- CSc1cccc(NC(=O)CN(C)S(=O)(=O)c2ccc(F)cc2)c1
  0.1, i, -1.3
- O=C(c1cc(-c2cccs2)nc2ccccc12)N1CCN(c2ccccc2O)CC1
  -0.98, i, -0.8
- COc1ccc(Cl)cc1NC(=O)CN1CCC(n2nnc3ccccc32)CC1
  -0.95, i, -1.7
- CCOc1cc(C(C(=O)NCC2CCCO2)N(C(=O)Cn2nnc3ccccc32)c2ccc(OC)c(OC)c2)ccc1O (stereo not given)
  -1.13, i, -1.1
- COc1cnn(-c2ccccc2)c(=O)c1SCc1ccc(Cl)cc1Cl
  -0.22, i, 0.4
- Cc1nn(C(C)(C)C)c(C)c1/C=N/OC(=O)Nc1ccc(Cl)cc1
  0.08, i, -0.6
- COc1cccc(N2CCN(C(c3ccccn3)c3nnnn3C(C)(C)C)CC2)c1 (stereo not given)
  0.31, i, 0.3
- CCc1nc(SCc2ccccn2)[nH]c(=O)c1C
  0.24, i, -1.1
- CC(C)NC(=O)c1onc(CSc2ccncc2)c1C(=O)NC(C)C
  -0.29, i, 0.8
- COc1cccc(-c2cn3nc(C)c(C)nc3n2)c1
  1.13, i, -0.2
- CCN(CC)C(=O)c1cccc(-c2ccc(OC)cc2)c1
  0.89, i, 0.9
- O=C(N/C(=C/c1ccco1)C(=O)N1CCCCCC1)c1cccs1
  1.26, i, -0.1
- CC1(C)CC(=O)/C(=C(\O)c2ccccc2)C(=NCCc2ccccc2)C1
  0.38, i, -1.5
- COc1ccc(NC(=O)CSc2c(C)nn(-c3nnc(C)c(=O)[nH]3)c2C)cc1
  0, i, -1.8
- CCOC(=O)CC1C(=O)NCCN1C(=O)c1cc2c(=O)n3cccc(C)c3nc2s1 (stereo not given)
  0, i, -1.8
- Cc1nn(Cc2ccc(Cl)cc2Cl)c(Cl)c1/C=N/NC(=O)CNc1cccc(C(F)(F)F)c1
  0.8, i, -1.4
- O=C(CS(=O)(=O)c1ccccc1)Nc1nnc(C(F)(F)F)s1
  -0.83, i, -1.0
- COc1ccc(NC(=O)/C=C/c2ccccc2[N+](=O)[O-])c(OC)c1
  -2.54, i, -0.1
- NC(=O)c1c(NC(=O)C(=O)N2CCOCC2)sc2c1CCCC2
  0.52, i, -0.4
- Nc1nnc(CCOc2ccccc2Cl)s1
  0.02, i, -0.2
- Cc1ccccc1CN1C2=NCCCN2c2ccccc21
  1.52, i, 0.6
- O=C(Cc1nnc(NC(=O)Nc2ccccc2)s1)Nc1ccccc1
  -0.25, i, -3.2
- CC(=O)c1cccc(S(=O)(=O)NC(C)C2CC3CCC2C3)c1 (stereo not given)
  -3.52, i, -1.2
- Cc1nc2nc(C)c(NS(=O)(=O)c3ccc(Cl)s3)c(=O)n2[nH]1
  1.84, i, 0.8
- COc1ccc(S(=O)(=O)NCCCN2CCOCC2)cc1F
  0.16, i, -3.8
- O=C(COC(=O)C1CCC(=O)N1)Nc1ccc(Oc2ccccc2)cc1 (stereo not given)
  0, i, 0.1
- C=CCNc1nc(NCc2ccccc2)c(C#N)c2c1CN(C)CC2
  -6.81*, i, 0.0
- Cc1nc2nc(-c3ccco3)nn2c(C)c1Cl
  -0.86, i, -0.1
- CC(C)=C(C#N)c1nc2ccccc2s1
  2.35, i, -2.2
- CC(C)(C)C(=O)O/N=C(\N)c1ccc(-c2csnn2)cc1
  -0.06, i, -1.2

Remaining list, next part.
Values run as follows: Kir21 block, KCNQ2 block, STK33 kinase inh
- CC(C)c1ccccc1NC(=O)COC(=O)c1ccc(Cl)c(S(=O)(=O)N2CCCCCC2)c1
  -1.01, i, -1.0
- CC(SCC(=O)Nc1ccccc1)c1nc2ccccc2c(=O)[nH]1 (stereo not given)
  -1.93, i, -2.1
- CCOc1ccc(C(=O)C(c2ccccc2)N2CCOCC2)cc1 (stereo not given)
  0.03, i, -0.4
- O=C(NC1CCS(=O)(=O)C1)c1cccc(S(=O)(=O)N2CCOCC2)c1 (stereo not given)
  -0.12, i, -2.8
- Nc1ccc(Br)cc1C(NCC(=O)O)c1ccccc1 (stereo not given)
  1.13, i, -0.7
- CCN1C(=O)[C@H]2[C@@H](c3ccc(-c4ccc(Cl)c(Cl)c4)c(OC)c3)N[C@@](Cc3ccccc3)(C(=O)OC)[C@H]2C1=O
  -0.16, i, 0.1
- COC(=O)C(CC(C)C)NC(=O)CNC(=O)c1ccccc1C (stereo not given)
  0.56, i, -0.6
- O=C(NCC1CCN(Cc2ccccc2Cl)CC1)Nc1ccccc1F
  -6.53, i, 0.2
- CCc1ccccc1NC(=O)CN(C)C(=O)CSc1nc2cc(Cl)ccc2s1
  -1.03, i, -0.8
- Nc1ccc(Oc2ccc3nc(-c4ccccc4)c(-c4ccc([N+](=O)[O-])cc4)nc3c2)cc1
  0.57, i, -1.2
- CC1Nc2ncnc(N3CCN(c4ccccc4)CC3)c2N(Cc2ccc(Br)cc2)C1=O (stereo not given)
  -0.07, i, 0.7
- COc1ccc2nc(SC)c(C#N)cc2c1
  0.02, i, 1.6
- CN(C)S(=O)(=O)c1ccc(S(=O)(=O)NC2CCOC(C)(C)C2)cc1 (stereo not given)
  0.06, i, 0.2
- COc1ccc2c(c1)c(C(=O)N/N=C/c1cccc(O)c1)c(C)n2C
  -0.16, i, 0.9
- Cc1ccc(/C(N)=N/OC(=O)COc2ccccc2Cl)cc1
  -1.79, i, 0.1
- CC(=O)Nc1ccc(/C(C)=N/NS(=O)(=O)c2ccccc2)cc1
  -0.16, i, 0.2
- Cc1nn(-c2ccccc2)c(N)c1N=Nc1cccc(S(=O)(=O)N2CCOCC2)c1
  -1.57, i, -0.2
- CN1CCCN(C(=O)c2ccc(Br)s2)CC1
  -0.15, i, -1.8
- Cc1onc(-c2ccccc2)c1C(=O)NC(=S)NNC(=O)c1ccncc1
  -0.09, i, 2.0
- CN(C(=O)c1ccccc1OC1CCN(S(C)(=O)=O)CC1)C1CCOC1 (stereo not given)
  -0.26, i, ·
- O=C1CC(N2CCCc3ccccc32)C(=O)N1c1ccccc1Cl (stereo not given)
  0.04, i, 0.9
- COc1ccc(C(=O)C(O)C(c2ccc(C)cc2)N2CCOCC2)cc1OC (stereo not given)
  -0.72, i, -6.7
- O=C(NCCc1ccccc1)C1(S(=O)(=O)c2ccc(Cl)cc2)CC1
  -2.94, i, -1.2
- CC(Sc1nc(N)c2c3c(sc2n1)CSC(C)(C)C3)C(=O)Nc1ccccc1 (stereo not given)
  -1.31, i, -1.1
- O=c1cc(N2CCCCC2)c(-c2ccccc2)n[nH]1
  -0.73, i, 0.8
- CN1CCN(C(=O)CSc2ccc(Cl)cc2)CC1
  -0.54, i, -2.6
- CC(C)c1ccc(S(=O)(=O)c2cnc(=S)[nH]c2N)cc1
  1.72, i, 1.8
- O=C(COC(=O)c1ccccc1C(=O)c1ccccc1)NCCc1ccc(Cl)cc1Cl
  0.15, i, -0.4
- C=CCOc1cccc(CNCCCN2CCOCC2)c1
  1.21, i, -1.9
- CC1CCCCN1c1nnc(NC(=O)Cn2c(=O)oc3ccccc32)s1 (stereo not given)
  -1.08, i, -2.0

(further entries)
Values run as follows: Kir21 block, KCNQ2 block, STK33 kinase inh
- N#Cc1ccc(-c2nc3ccccc3nc2-c2ccccc2)cc1C#N
  0.23, i, -1.2
- CCOc1ccccc1-c1nc(-c2cc3ccccc3nc2OC)no1
  0.53, i, -2.8
- Cc1cnc(C(=O)Nc2cccc(-c3nnc4n3CCCCC4)c2)cn1
  -0.39, i, 0.9
- O=C(CCN1C(=O)c2ccccc2S1(=O)=O)Nc1ccccc1O
  -1.09, i, -1.8
- COc1ccc(C(=O)Nc2ccc(C3(C#N)CCCC3)cc2)cc1
  0, i, -0.6
- Cc1c(Cl)ccc2c(C(=O)Nc3cc(C(C)(C)C)on3)cc(-c3ccccn3)nc12
  -0.47, -5.93*, -0.6
- COc1ccc(C2C(C(C)=O)=C(O)C(=O)N2c2ccc(C)cc2)cc1 (stereo not given)
  1.07, i, -1.6
- COc1ccc(NC(=O)CN2CC(c3ccccc3)CC2=O)cc1OC (stereo not given)
  0.33, i, 2.5
- Cn1c(NC(=O)c2ccccc2)c(-c2ccccn2)c(=O)c2ccccc21
  0, i, -1.5
- C=CCn1c(Sc2nncn2C)nc2c1c(=O)[nH]c(=O)n2C
  -2.27, i, 0.5

No enrichment for hits, and some 1.9% of all compounds hit somewhere here.
